TbHK1 inh – Trypanosoma brucei hexokinase 1 inhibitors, primary screen, biochemical, G6PDH-coupled NADH absorbance, MLSCN library; hexokinase 1 [Trypanosoma brucei]; hit rate 0.11% among 220,000; AID 1430, 2008; recombinant TbHK1, G6PDH-coupled NADH A340; inhibition, % at 10 µM;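 active = inhibition of 50% or more in the single-dose primary screen; inactive = inhibition below 50%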
Hck-Nef inh – inhibitors of Nef-activated human Hck kinase, primary screen, biochemical, Z-Lyte FRET, 384-well, Hck-YEEI. Tyrosine-protein kinase HCK (Homo sapiens), P08631. Recombinant Hck-YEEI plus Nef, Z-Lyte FRET kinase assay. inhibition, % at 20 µM. hit rate 0.68% among 220,000. AID 463187, 2010;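 active = Hck-Nef kinase inhibition above about 50%, limit read from the data; inactive = inhibition below that limit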;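 note: 0% = DMSO with Hck plus Nef and 100% = Hck alone without Nef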
zVAD death inh – inhibitors of zVAD-triggered necroptosis, primary screen, L929 cells; L929 zVAD necroptosis rescue, ATP luminescence, 24 h; with zVAD 60 µM; AID 1377, 2008; viability rescue, % at 10 µM; hit rate 0.38% among 220,000;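 active = activation, scaled between plate controls, above about 75%, limit read from the data; inactive = activation under that limit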;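 note: 0% = zVAD with DMSO and 100% = DMSO alone without zVAD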
EBV gp42 inh – Epstein-Barr virus gp42 inhibitors, primary screen, biochemical, uHTS, fluorescence polarization | Fluorescence polarization binding assay, mP read-out | inhibition, % (tested at 21.74 µM) | hit rate 0.42% among 220,000; in the data active = inhibition above about 50%
Target sequence (Q1HVG2 whole entry, looked up): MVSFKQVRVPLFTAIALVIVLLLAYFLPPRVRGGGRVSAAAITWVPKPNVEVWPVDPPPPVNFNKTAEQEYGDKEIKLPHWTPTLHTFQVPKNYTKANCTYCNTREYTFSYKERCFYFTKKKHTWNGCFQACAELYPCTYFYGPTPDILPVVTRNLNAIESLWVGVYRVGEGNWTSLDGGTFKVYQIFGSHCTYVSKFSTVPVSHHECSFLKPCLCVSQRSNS
Runt-SMMHC FRET – inhibitors of RUNX1 Runt–CBFb-SMMHC binding, primary screen, biochemical, FRET, Cerulean-Runt, Venus-CBFb-SMMHC, uHTS; Runt-related transcription factor 1 (Homo sapiens) + Core-binding factor subunit beta …; hit rate 0.74% among 220,000; Cerulean-Runt/Venus-CBFb-SMMHC FRET ratio 530/480, 1 h; AID 1434, 2008; inhibition, % at 20 µM;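 active = mean inhibition across duplicate retests at 20 µM reaching about 50%, limit read from the data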;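 note: 0% = DMSO wells and 100% = wells with excess untagged CBFb-SMMHC; inhibitors lower the FRET ratio by blocking Runt binding to CBFb-SMMHC; some results filed as inactive read as strong as hits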
Target sequence (Q01196 whole entry, looked up): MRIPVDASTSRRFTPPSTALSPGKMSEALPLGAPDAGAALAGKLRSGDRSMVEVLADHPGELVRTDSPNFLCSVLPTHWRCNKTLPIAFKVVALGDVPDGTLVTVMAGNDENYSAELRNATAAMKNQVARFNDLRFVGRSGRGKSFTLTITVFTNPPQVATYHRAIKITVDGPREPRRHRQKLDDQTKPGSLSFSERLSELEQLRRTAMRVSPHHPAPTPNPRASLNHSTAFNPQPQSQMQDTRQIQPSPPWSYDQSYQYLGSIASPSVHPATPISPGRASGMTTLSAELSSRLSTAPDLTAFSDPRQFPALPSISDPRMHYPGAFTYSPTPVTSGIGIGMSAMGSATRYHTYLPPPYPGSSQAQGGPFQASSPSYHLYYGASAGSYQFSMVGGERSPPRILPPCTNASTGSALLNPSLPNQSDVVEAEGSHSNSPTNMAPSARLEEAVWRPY
Target sequence (Q13951 whole entry, looked up): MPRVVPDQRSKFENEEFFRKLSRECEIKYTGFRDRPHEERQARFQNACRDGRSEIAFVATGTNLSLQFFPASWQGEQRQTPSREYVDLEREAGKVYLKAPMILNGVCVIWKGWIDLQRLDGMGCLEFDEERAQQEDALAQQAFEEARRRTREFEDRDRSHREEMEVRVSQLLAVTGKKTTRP
MDM2 E3 inh – MDM2-luciferase reporter signal enhancers, primary screen, MDM2 E3 ligase inhibitor project, cell-based, luminescence, 1536-well; signal enhancement, % at 5 µM; hit rate 0.11% among 210,000; E3 ubiquitin-protein ligase Mdm2 (Homo sapiens), Q00987; cell-based MDM2 ubiquitination luciferase reporter, 2 h; 0 = plate control, 100 = twice control, blank-subtracted;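 active = signal enhancement of 30% or more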;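 note: luminescence tracks abundance of the self-degrading MDM2-luciferase fusion protein; higher signal means inhibition of MDM2 E3 ligase activity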
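Test system: mammalian cells stably expressing self-ubiquitinating, self-degrading MDM2 E3–luciferase fusion; Amount: 2000 cells in each well; Medium: DMEM; Schedule: 4 h settle plus 2 h compound, 37 °C; Technique: SteadyLite luciferase luminescence after 15 min room-temperature reagent incubation; Benchmarks: plate control and blank wells.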
Runt-CBFb FRET – inhibitors of RUNX1 Runt–CBFb binding, primary screen, biochemical, FRET, Cerulean-Runt, Venus-CBFb, uHTS; hit rate 0.46% among 220,000; Cerulean-Runt/Venus-CBFb FRET ratio 530/480, 1 h; inhibition, % at 20 µM;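 active = inhibition over about 50% at 20 µM in the single-dose screen, limit read from the data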;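 note: 0% = DMSO wells and 100% = excess unlabeled CBFb competitor control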
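test system = Cerulean-tagged RUNX1 Runt domain (FRET donor) fusion protein | reagent = Venus-CBFb binding partner, 100 nM | incubation = protein complex preformed 1 h, compound exposure 1 h, room temperature, dark | detection = FRET fluorescence | read-out basis = loss of energy transfer signal | controls = 5 µM unlabeled CBFb as full-inhibition high control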
14-3-3 Bad inh – inhibitors of 14-3-3 zeta/Bad binding, primary screen, biochemical, TR-FRET, bovine 14-3-3 zeta; 14-3-3 protein zeta/delta (Bos taurus), P63103; TR-FRET 14-3-3zeta/Dy647-pBad peptide displacement, 1 h; inhibition, % at 21.7 µM; hit rate 0.71% among 220,000;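 active = inhibition above about 70%, limit read from the data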;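 note: 0% = full 14-3-3 plus peptide FRET controls and 100% = background without 14-3-3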
p47phox inh – p47phox/p22phox peptide binding inhibitors, primary screen, biochemical, uHTS, NADPH oxidase regulatory subunit; Neutrophil cytosol factor 1 (Homo sapiens), P14598; hit rate 0.53% among 220,000; fluorescence polarization, 2 h; AID 1274, 2008; inhibition, % at 24.7 µM;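 active = inhibition above about 30%, limit read from the data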;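 note: 0% = p47phox with labelled peptide and 100% = labelled peptide alone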
Numbers without * were called inactive; / = not tested or not shown; [ ] = remark or other dose.

mol | zVAD death inh | Runt-SMMHC FRET | Hck-Nef inh | 14-3-3 Bad inh | p47phox inh | Runt-CBFb FRET | EBV gp42 inh | MDM2 E3 inh | TbHK1 inh
CCC(=O)Nc1nnc(Cc2ccccc2)s1 | -0.2 | 0 | 1 | 5[fluorescence artefact?] | 14 | 4 | -6 | -3 | -3
CCOC(=O)C1CCN(C(=O)CN(c2ccc(OC)cc2)S(=O)(=O)c2c(C)nn(C)c2C)CC1 | -0.4 | -2 | -1 | 0[fluorescence artefact?] | 2 | 1 | -8 | -7 | 0
CC1=C(C(=O)OC(C)(C)C)C(c2cccs2)NC(=O)N1 (configuration not stated) | 0.2 | 4 | -1 | 19 | -6 | -2 | -4 | -13 | 40
CCCc1cc(=O)[nH]c(SCC(=O)N(C)Cc2ccccc2)n1 | 0.0 | 2 | 1 | 4 | -4 | -1 | -7 | -13 | 6
CC1CCCCN1C(=O)c1cc(F)c(F)cc1Cl (configuration not stated) | 0.2 | -2 | -1 | -5 | -3 | 2 | -12 | -6 | -1
O=C1NCC(COc2cccc3ccccc23)O1 (configuration not stated) | 1.4 | 15 | 26 | 1 | -2 | 2 | -8 | -17 | -4
CN(C)S(=O)(=O)Oc1ccccc1C(=O)Nc1ccc(F)cc1 | 0.5 | -1 | -9 | 0 | -4 | 2 | -9 | -10 | -4
CCn1c(COc2ccccc2C)nnc1SCC(=O)Nc1ccc2c(c1)OCCO2 | 0.2 | 2 | 1 | 15 | 0 | -1 | 0 | -12 | 2
COc1ccc(CC(=O)OCC(=O)NC(=O)NC(C)C)cc1 | 0.3 | 3 | -1 | -7 | -52 | 0 | 1 | 2 | 0
Cc1cc2ccccc2nc1SCC(=O)Nc1nc(-c2ccccc2)cs1 | -0.5 | 4 | -1 | -7 | -31 | / | -13 | 16 | -8
O=S(=O)(c1ccc(N2CCOCC2)nc1)N1CCOCC1 | -0.2 | 0 | -21 | 5 | -7 | 2 | -16 | -16 | -3
O=C(Nc1ccccc1)C1=C[C@@H](c2coc3ccccc3c2=O)C[C@@H](OCCCCO)O1 | 0.0 | -1 | -4 | 2 | -11 | -3 | -11 | / | -4
O=C(CC(SCCO)c1ccc2c(c1)OCO2)c1ccco1 (configuration not stated) | 0.5 | -14 | 3 | 2 | -5 | -16 | -6 | -5 | -28
O=[N+]([O-])c1cc(/C=N/N2CCCCC2)ccc1Cl | -0.7 | 2 | 21 | -18 | -13 | -2 | 9 | -14 | -3
COc1cccc(CC(NC(C)=O)C(=O)NC2CCN(c3c(Cc4ccccc4)c(C)nc4ncnn34)CC2)c1 (configuration not stated) | / | -2 | 2 | 1[fluorescence artefact?] | 1 | -6 | 0 | -6 | -11
NC(=O)Nn1c(CCC(=O)O)ccc1-c1ccc(Br)cc1 | 0.3 | 0 | -1 | -6 | -2 | 3 | -5 | -8 | 8
CC(C)c1ccc(OCc2nc(-c3ccccn3)no2)c(Br)c1 | 0.3 | -1 | -1 | 3 | -24 | -9 | -11 | -9 | 1
Cc1cccc(NC(=O)CSc2nc3nc4c(cc3c(=O)n2-c2ccccc2)CCCC4)c1 | 0.8 | 0 | 12 | 13 | 14 | -2 | -22 | -7 | -3
Cc1ccc(C)c(Cn2c(=O)c3c(nc4n3CCN4Cc3ccco3)n(C)c2=O)c1 | -0.3 | -6 | 1 | -17 | -5 | -2 | -21 | -15 | 4
O=C(NC1CCCCCC1)C1CCN(S(=O)(=O)c2cccc3cccnc23)CC1 | 2.3 | 14 | 19 | -2 | -19 | 2 | -10 | -9 | -7
Cc1ccc(-c2csc(NC(=O)c3cccc(N4C(=O)CCC4=O)c3)n2)o1 | -0.2 | 15 | -1 | -5 | -20 | / | -8 | -11 | -14
COc1ccccc1CN(CC(=O)NCc1ccco1)C(=O)CNS(=O)(=O)c1ccc(C)cc1 | 0.0 | 1 | -1 | -6[fluorescence artefact?] | -5 | 1 | -18 | -11 | -3
O=P(CCC(F)(F)F)(CCC(F)(F)F)CCC(F)(F)F | -0.4 | -1 | 5 | 0 | -14 | 1 | -6 | -21 | -1
Cn1nnnc1SCC(=O)Nc1c(Cl)cccc1Cl | -0.1 | 3 | 0 | -7 | 3 | -1 | -19 | -2 | -1
COc1ccc(-c2coc3cc(OC)cc(O)c3c2=O)cc1 | 0.0 | 3 | 2 | -6[fluorescence artefact?] | -8 | -2 | -27 | -21 | 1
O=C(O)c1cccc(NN=C2c3ccccc3-c3ccccc32)c1 | 2.8 | -3 | -3 | 1 | -27 | -4 | 4 | -3 | -1
O=C(Nc1ccc(-c2noc(-c3cccs3)n2)cc1)c1cccnc1 | -0.5 | 0 | 0 | 12 | -16 | 0 | -26 | -84 | 2
Cc1noc(/C=C/c2ccco2)c1S(=O)(=O)N1CCC(C(=O)Nc2ccc(Cl)cn2)CC1 | 3.5 | -25 | 0 | -14 | -48 | -7 | -22 | -31 | -12
Nc1nnc(Cc2cccc(Br)c2)s1 | -0.9 | 0 | 7 | 2 | 7 | 7 | -5 | -8 | -3
O=C(c1ccc(Br)s1)N1CCN(Cc2ccc3c(c2)OCO3)CC1 | -0.7 | 1 | 19 | 0 | -12 | 0 | -20 | -20 | 4
Cc1ccccc1C(=NCCCN(C)C)c1ccccc1C | -0.4 | 5 | -2 | 0 | -6 | -1 | 33 | -36 | 3
COc1ccc(Cl)cc1S(=O)(=O)n1ccnc1C(C)C | 0.9 | -1 | 6 | 4 | -6 | 1 | -1 | -2 | 0
Cn1c(=O)c2cc(S(=O)(=O)Nc3ccc4c(c3)OCO4)ccc2n(C)c1=O | 0.0 | 13 | 1 | -28[fluorescence artefact?] | 65* | 36 | -7 | -15 | -8
COc1ccc2ccccc2c1CNCCCN1CCOCC1 | -0.8 | 0 | 17 | 9 | 6 | -1 | 5 | -89 | 5
CCc1cccc2c(C#N)cn(CC(=O)NCc3ccco3)c12 | -0.8 | -5 | 4 | 9 | -20 | 0 | -12 | -7 | 3
Cn1c(NNC(=O)/C=C/c2ccc3c(c2)OCO3)cc(=O)n(C)c1=O | 0.6 | 1 | 1 | 0 | -3 | 8 | -17 | -6 | -58
CC1CCCCN1C(=O)c1cc(Cl)ccc1[N+](=O)[O-] (configuration not stated) | 0.6 | 2 | 1 | -13 | -10 | 1 | 1 | 10 | -1
O=C(CO/N=C/c1ccc(OC(F)F)cc1)NC1CCCCCC1 | -1.1 | -1 | -21 | 7 | 2 | -1 | -7 | -8 | 9
Cc1ccc(NC(=S)Nc2cc(C)on2)cc1 | 0.1 | -5 | 10 | 0 | -36 | -2 | -9 | -9 | -11
CSc1nc2ccc(S(=O)(=O)N3CCCCC3)cc2s1 | 1.3 | 1 | -1 | 12 | -11 | 9 | 2 | 2 | -22
CCCc1cnc(N2CCN(C(=S)NC)CC2)nc1 | 0.6 | 0 | 10 | -4 | -8 | 2 | -14 | -23 | -6
COc1ccc(-c2cc(C(F)(F)F)n3nc(N)nc3n2)cc1 | 0.4 | 59* | 38 | 12 | -9 | 26 | 0 | -8 | -35
Cc1ccc(-c2csc(=Nc3cccnc3)n2CCCN2CCCC2=O)cc1C | 0.1 | 5 | 2 | -6[fluorescence artefact?] | -9 | -2 | -6 | 0 | -5
Cc1cc(N2CCN(C3CCCCC3)CC2)nc2cccc(O)c12 | 1.2 | -2 | 1 | 10 | -4 | -3 | -15 | -11 | -4
Fc1ccc(C2CCCCN2Cc2nc(CC3CC3)no2)cc1 (configuration not stated) | 0.2 | 0 | -12 | -1 | -3 | -3 | -9 | -77 | -12

3 compounds from above, ordered by the value under Runt-CBFb FRET, ascending:
| Molecule | Runt-CBFb FRET |
| --- | --- |
| O=C(Nc1ccccc1)C1=C[C@@H](c2coc3ccccc3c2=O)C[C@@H](OCCCCO)O1 | -3 |
| Cc1ccc(C)c(Cn2c(=O)c3c(nc4n3CCN4Cc3ccco3)n(C)c2=O)c1 | -2 |
| O=S(=O)(c1ccc(N2CCOCC2)nc1)N1CCOCC1 | 2 |

Next section.
mol | zVAD death inh | Runt-SMMHC FRET | Hck-Nef inh | 14-3-3 Bad inh | p47phox inh | Runt-CBFb FRET | EBV gp42 inh | MDM2 E3 inh | TbHK1 inh
O=C(Nc1ccc(Cl)cc1)c1cccs1 | 0.0 | -8 | 5 | 0 | -8 | 0 | -8 | -21 | -4
Cc1nc2ccc(S(=O)(=O)NC(C(=O)Nc3nc4ccc(Cl)cc4s3)C(C)C)cc2s1 (configuration not stated) | -0.1 | 0 | 0 | 9 | -15 | -12 | -8 | -14 | -8
CSc1nnc(CNS(=O)(=O)c2ccc(Cl)cc2)n1C | 0.8 | 3 | 20 | -13 | -20 | 2 | 10 | -9 | -5
Cn1c(Cn2c(=O)sc3ccccc32)nnc1SCc1ccccn1 | 1.8 | 1 | 6 | 12[fluorescence artefact?] | 0 | 1 | -7 | 9 | 6
Cc1ncc([N+](=O)[O-])n1CCOC(=O)NC(NCc1cccnc1)C(Cl)(Cl)Cl (configuration not stated) | -0.1 | 2 | 0 | 11 | 11 | 2 | -3 | -11 | -8
COc1cc(-c2nc3ccc(C)cn3c2Nc2ccc3c(c2)OCCO3)ccc1O | / | 4 | 6 | 2 | -13 | -2 | 24 | -4 | -9
Cc1ccc(C)c(N2CCN(C(=O)CCCn3c(=S)[nH]c4cc5c(cc4c3=O)OCO5)CC2)c1 | -0.4 | -6 | 0 | 6 | -16 | -2 | 0 | -10 | -11
COc1ccc(CC(=O)n2c(CC#N)nc3ccccc32)cc1OC | 3.4 | -3 | 1 | 9 | 3 | 0 | -6 | -12 | -3
COC(=O)c1sccc1-c1ccc(C(=O)Nc2cccc(Cl)c2)o1 | 1.6 | 2 | 2 | 5 | -32 | 1 | -3 | -10 | -1
CCCC(=O)N=c1sc2c(OC)ccc(OC)c2n1C | -0.2 | 0 | 3 | 3 | -5 | -5 | -9 | -8 | -6
CCOC(=O)c1nc(SC)n(C)c1C(=O)OCC | 0.2 | -1 | 12 | 4 | -5 | 0 | -8 | -10 | -8
CCN(CC(=O)NC(C)C)Cc1nc2sc3c(c2c(=O)[nH]1)CCC3 | -0.4 | -2 | -20 | -18[fluorescence artefact?] | -9 | 0 | -16 | -19 | 2

Compound activity deposited in PubChem by several laboratories.
